GPR55 antagonists: GPR55 antagonists blocking LPI-driven arrestin recruitment, primary screen, imaging, U2OS, beta-arrestin-GFP, LPI agonist (AID 2013); U2OS GPR55 beta-arrestin-GFP translocation imaging, LPI antagonism; higher % means a stronger effect; inhibition, % at 10 µM; hits with a dose series show IC50 in µM; actives 0.13% (n = 290,000);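 active means spots per cell inhibited over 60%, with over 100 cells counted and total cytoplasm intensity under 500,000; inconclusive means wells with under 100 cells, flagged as likely toxic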;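 further: U2OS cells stably carrying GPR55 and arrestin-GFP stimulated by 5 µM LPI near EC80; imaged beta-arrestin-GFP aggregate spots per cell after agonist stimulation; plate controls were LPI-stimulated DMSO wells for no effect and DMSO wells without LPI for full effect; some results filed as inactive read as strong as hits; confirmed hits need IC50 under 10 µM and bright autofluorescent wells are also inconclusive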
HIV peptide binding: inhibitors of HIV fusion peptide binding, primary screen, biochemical, uHTS, fluorescence dequenching (AID 1986). inhibition, % at 20 µM, or IC50 in µM where a hit was titrated. actives 0.3% (n = 290,000). cell-free peptide binding, fluorescence dequenching, 30 min; higher % means a stronger effect; in the data active means inhibition mostly above about 52%, no sharp cut-off; inactive means mostly below about 76%; further: some results filed as inactive read as strong as hits
NTR1 agonist: agonists of NTR1, primary screen, imaging, U2OS cells, beta-arrestin-GFP, high content (AID 493036). activation, % at 20 µM. NTR1-U2OS beta-arrestin-GFP spot imaging, agonist mode. P30989. actives 0.17% (n = 330,000);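 active means activation at or above 40% of the spot to cytoplasm intensity ratio, with at least 20 cells analyzed; inconclusive means wells under 20 cells, flagged as cytotoxic or low count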;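 further: 0% = DMSO without peptide and 100% = 100 nM NTR1 peptide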
Target sequence (P30989 whole entry, looked up): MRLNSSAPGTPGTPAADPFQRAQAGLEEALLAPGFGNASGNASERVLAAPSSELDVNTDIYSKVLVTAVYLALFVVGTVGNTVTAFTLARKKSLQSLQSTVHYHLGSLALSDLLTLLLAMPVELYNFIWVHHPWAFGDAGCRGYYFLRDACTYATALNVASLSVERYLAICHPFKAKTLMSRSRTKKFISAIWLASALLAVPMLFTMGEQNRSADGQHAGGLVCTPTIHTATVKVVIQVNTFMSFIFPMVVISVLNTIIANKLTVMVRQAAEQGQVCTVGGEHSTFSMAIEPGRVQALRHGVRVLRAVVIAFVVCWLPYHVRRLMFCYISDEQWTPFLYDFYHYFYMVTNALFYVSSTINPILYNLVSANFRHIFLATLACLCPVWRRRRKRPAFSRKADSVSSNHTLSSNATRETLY
LYP inhibition: PTPN22 lymphoid phosphatase activity blockers – biochemical, fluorescence intensity, uHTS (AID 1779); inhibition, % at 11.5 µM, or IC50 in µM where a hit was titrated; recombinant LYP phosphatase, fluorescence intensity; higher % means a stronger effect; actives 0.054% (n = 290,000); in the data active means inhibition above about 50%;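 further: plate controls were vehicle with enzyme for no effect and no enzyme for full effect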
PhoP inhibition: inhibitors of PhoP regulon expression, primary screen, Salmonella Typhimurium, GFP reporter (AID 1863); S. Typhimurium PhoP-regulated promoter GFP reporter, 4 h; higher % means a stronger effect; inhibition, % at 50 µM; hits with a dose series show IC50 in µM; actives 0.16% (n = 300,000);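 active means inhibition over 29.93%, a cutoff 3 SD above the screen mean, later confirmed by dose response; inconclusive means inhibition over 29.93% but no dose response follow-up; inactive means inhibition at most 29.93% or unconfirmed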;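 further: 0% = low Mg2+ inducing control and 100% = high Mg2+ repressing control; strong numbers were not always called active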
GPR35 arrestin U2OS: GPR35 antagonists blocking zaprinast-driven arrestin recruitment, primary screen, imaging, U2OS, beta-arrestin-GFP, zaprinast agonist (AID 2058) | U2OS GPR35 beta-arrestin-GFP translocation imaging, zaprinast antagonism; higher % means a stronger effect | inhibition, % at 10 µM, or IC50 in µM where a hit was titrated | actives 0.052% (n = 290,000);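 active means inhibition of at least 50% with at least 30 cells and total cytoplasm GFP at most 10,000,000; inconclusive means under 30 cells or total GFP of 10,000,000 plus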
Rac1 GTP hydrolysis: MgcRacGAP GTPase-activating activity inhibitors, confirmation, biochemical, ADP Hunter fluorescence; MgcRacGAP-stimulated Rac1 GTP hydrolysis, ADP Hunter fluorescence; higher % means a stronger effect; GST-tagged Rac1 F28L mutant substrate; inhibition, % at 30 µM, or IC50 in µM where a hit was titrated; actives 0.6% (n = 340,000); AID 624330;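 active means first-screen hits whose inhibition reached a set limit at any dose in the follow-up dose series; inconclusive means inhibition above the set first-screen limit but never retested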;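 further: fluorescence reports GDP produced by GAP-driven GTP hydrolysis; strong numbers were not always called active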
Siah-1 displacement: blockers of Siah-1 interaction with plectin peptide – biochemical, fluorescence polarization, rhodamine-plectin, uHTS, primary screen (AID 1817). Siah-1 / rhodamine-plectin peptide fluorescence polarization; higher % means a stronger effect. displacement, % at 20 µM; hits with a dose series show IC50 in µM. actives 0.02% (n = 290,000);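 active means displacement of at least 50% at 20 µM, with a fluorescence ratio check between 0.3 and a set limit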;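 further: plate controls were Siah plus tracer with DMSO for no effect and tracer alone without Siah for full effect; strong numbers were not always called active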
Myeloid diff MLP: promotes myeloid progenitor differentiation; ER-HoxA9 myeloid progenitors, lysozyme-GFP differentiation, flow cytometry; calls only at 10 µM; actives 1% (n = 360,000);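 active means normalized GFP-positive differentiation at or above the plate's own cutoff, the solvent-only control mean plus 3 SD; inconclusive means no clear call, values can overlap the other calls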;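 further: cells exposed to compound for four days before flow analysis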
NTR1 agonist cell count 20 µM: second read-out of NTR1 agonist, no call of its own (marks repeat the call); cell count; measured here: cell count, cytotoxicity flag
Myeloid diff MLP GFP+ MAC1+ %: recorded beside Myeloid diff MLP, whose call it bears; GFP+ MAC1+ double positive, %; measured here: differentiation confirmed by MAC1 staining
* hit, by the source's call; i = inactive; ? = inconclusive; . = no result given; + = active, no number. Rows were taken by chance. About 2.4% of those tested had a hit in this group.

no.	SMILES	GPR55 antagonists	HIV peptide binding	NTR1 agonist	NTR1 agonist cell count 20 µM	LYP inhibition	PhoP inhibition	GPR35 arrestin U2OS	Rac1 GTP hydrolysis	Siah-1 displacement	Myeloid diff MLP	Myeloid diff MLP GFP+ MAC1+ %
1	Cc1ccc(C2CC(c3ccccc3)=NN2C(=O)CSc2nnc(-c3ccc(Cl)cc3)o2)o1 (centres undefined)	3%	0.3%	4.2	57	16%	-15%	7%	-3%	-2%	.	.
2	CC(=O)N1CC(C)Oc2ccc(S(=O)(=O)NC(CC(=O)O)c3cc(C)ccc3C)cc21 (centres undefined)	15%	1.1%	0.0	75	-8%	4%	9%	7%	4%	i	1.1
3	CSc1nc2ccc(NC(=O)c3c(F)cccc3F)cc2s1	7%	-0.3%	1.1	51	2%	-2%	13%	6%	1%	i	0.1
4	Cc1ccccc1NC(=O)Cc1nc(COC(=O)c2ccccn2)cs1	.	.	-1.3	41	.	-6%	.	7%	.	i	0.4
5	S=C(NCCc1cnc[nH]1)NC1CCCC1	-10%	-1.6%	0.0	40	-4%	-1%	0%	6%	3%	i	0.4
6	CCC1(C)Cc2ccccc2C(=O)N1 (centres undefined)	0%	1.1%	1.6	52	-6%	-12%	15%	7%	2%	i	0.3
7	Cc1ccccc1CN1C(=O)c2ccccc2S1(=O)=O	0%	-1.5%	-0.3	36	-5%	0%	-18%	7%	1%	i	0.0
8	C/C(=N/NS(=O)(=O)c1ccc(Br)cc1)c1ccc(C)o1	-5%	-0.1%	-0.1	66	-7%	-2%	21%	14%	5%	i	0.9
9	O=c1nc2s/c(=C\c3ccc(-c4ccccc4[N+](=O)[O-])o3)c(=O)n2nc1-c1ccccc1	1%	72%	.	.	13%	4%	-10%	40%	71%	i	0.4
10	CC(=O)N(Cc1cccnc1)Cc1cc2ccc(C)cc2[nH]c1=O	1%	1.9%	-0.8	71	2%	-4%	10%	7%	-4%	i	1.2
11	COc1ccc(CCNC(=O)CO/N=C/c2cc3c(cc2Br)OCO3)cc1OC	-2%	0.2%	-0.6	52	1%	0%	-10%	2%	-4%	i	0.3
12	COc1ccc(CCNc2oc(COc3ccc(F)cc3)nc2C#N)cc1	-3%	0.9%	-1.3	63	4%	17%	-7%	6%	2%	i	0.9
13	O=C(NCc1ccco1)C1CCN(S(=O)(=O)Cc2ccccc2)CC1	-6%	-2.5%	0.3	59	-7%	6%	9%	3%	4%	i	2.1
14	C#Cc1ccc(CN2CCC(Oc3ccc(C(=O)NCc4ccccn4)cc3)CC2)cc1	16%	2.8%	0.4	57	-6%	7%	1%	8%	4%	i	2.3
15	COc1ccc(Cn2nnnc2C(C(C)C)N2CCc3ccccc32)cc1 (centres undefined)	9%	0.1%	1.7	49	-2%	12%	-24%	8%	-3%	i	3.9
16	O=C(Nc1ccc(S(=O)(=O)N2CCOCC2)cc1)c1ccccc1F	7%	-0.4%	-0.2	66	-3%	-5%	10%	7%	-2%	i	0.5
17	COc1ccc(-n2nc(C(=O)NCC(=O)NCCCN3CCN(C)CC3)c3ccccc3c2=O)cc1OC	?	0.4%	0.6	51	-2%	-3%	-5%	5%	-1%	i	0.7
18	C=C(C)CNC(=S)Nc1sc2c(c1C(=O)OCC)CC(C)(C)OC2	1%	-2.5%	2.8	68	5%	5%	0%	32%	-3%	i	0.1
19	CCOC(=O)c1sc(NC(=O)CSc2nc(C)cc(-c3ccccc3)n2)c(C#N)c1C	1%	5.3%	5.2	68	5%	3%	-5%	9%	12%	i	1.0
20	COCCn1c(C)cc(C2=NNC(=Nc3ccc(Cl)cc3Cl)SC2)c1C	16%	27%	-0.5	65	-4%	2%	-1%	13%	-2%	i	6.3
21	O=C(CCCOc1ccccc1)NCCc1ccccc1	4%	-0.9%	1.9	60	-7%	-2%	-12%	.	5%	i	0.1
22	CC(C)(C)Nc1nc(SCC(=O)Nc2ccccc2)nc(N2CCOCC2)n1	8%	-2.3%	6.4	46	2%	2%	1%	-4%	-4%	i	0.6
23	Cc1ccnc(NC2(C(F)(F)F)N=C(c3ccccc3)NC2=O)c1 (centres undefined)	-6%	-1.8%	0.9	60	-7%	1%	-3%	7%	8%	i	0.6
24	CC(C)(C)n1nnnc1C(c1ccc(Cl)cc1)N1CCCc2ccccc21 (centres undefined)	12%	2.3%	2.0	84	8%	7%	8%	10%	2%	i	0.2
25	CC(C)CCNC(=O)C1CC(=O)N(CCc2ccccc2)C1 (centres undefined)	3%	-0.1%	1.5	76	-5%	0%	-8%	-1%	15%	i	1.4

More records
no.	SMILES	GPR55 antagonists	HIV peptide binding	NTR1 agonist	NTR1 agonist cell count 20 µM	LYP inhibition	PhoP inhibition	GPR35 arrestin U2OS	Rac1 GTP hydrolysis	Siah-1 displacement	Myeloid diff MLP	Myeloid diff MLP GFP+ MAC1+ %
26	COCCN1C(=O)N[C@@H](c2ccccc2)C(C(=O)OC)=C1C	7%	-0.4%	-4.8	79	-4%	1%	4%	6%	6%	i	1.1
27	Cc1cccc(OCCCCNCc2ccccc2)c1	10%	1.1%	1.4	44	-7%	-2%	-4%	26%	5%	i	0.0
28	CCOC(=O)C(NC(=O)OC(C)C)(Nc1nccs1)C(F)(F)F (centres undefined)	16%	1.2%	0.7	62	-2%	-1%	-3%	12%	3%	i	0.8
29	Cc1cccc(C(C)Nc2ccc([N+](=O)[O-])cn2)c1 (centres undefined)	-9%	-1.7%	0.2	96	-5%	5%	0%	2%	-2%	i	0.9
30	Cc1ccc2c(c1)c1c(n2CC(O)Cn2ccnc2C)C(=O)CCC1 (centres undefined)	12%	0.0%	-1.6	29	2%	-1%	14%	11%	1%	i	0.9
31	COc1cc2c(cc1NC(=O)c1ccncc1)oc1ccccc12	0%	-2.8%	-0.7	51	-8%	-8%	13%	15%	1%	i	0.4
32	CC(C)CSc1nnc2c3ccccc3n(C)c2n1	-6%	0.7%	4.5	51	-10%	4%	3%	-10%	6%	i	1.7
33	COc1cccc(CNC(=O)Cn2ncn3cccc3c2=O)c1OC	-6%	0.7%	3.8	61	-8%	.	-4%	5%	-4%	i	1.4
34	c1ccc(CCNc2nc3ccccc3n3nnnc23)cc1	4%	2.4%	-1.2	50	-5%	-7%	1%	-7%	-4%	i	1.5
35	CC(C)(C)c1ccc(C(=O)Cn2nc(C(=O)O)c3ccccc3c2=O)cc1	-7%	-0.1%	1.4	71	-2%	2%	6%	-7%	1%	i	0.1
36	O=C(COc1ccccc1[N+](=O)[O-])N/N=C/c1ccc[nH]1	1%	0.0%	0.3	74	0%	0%	-2%	8%	1%	i	0.8
37	Cc1nc(SCC(=O)c2ccccc2)[nH]c(=O)c1Oc1ccc(Cl)cc1	6%	10%	1.0	37	0%	.	11%	0%	0%	i	1.0
38	COc1ccccc1-n1ccn(CC(=O)Nc2ccc(C)cc2Cl)c(=O)c1=O	.	.	0.1	65	.	6%	.	9%	.	i	1.3
39	Cc1cc(NC(=O)CSc2nnc(-c3ccccc3)n2Cc2ccco2)no1	-15%	0.7%	-0.9	71	-3%	1%	-6%	4%	-6%	i	0.8
40	CCCCOc1ccc(S(=O)(=O)NCc2csc(C)n2)cc1	-1%	4.1%	0.4	44	1%	10%	16%	3%	3%	i	6.3
41	Cc1cc(C)nc(SC/C=C/c2ccccc2)n1	-20%	-0.1%	0.2	63	-5%	-6%	-6%	2%	-2%	i	0.3
42	COc1ccc(S(=O)(=O)Nc2ccccn2)cc1	-4%	1.5%	-1.4	59	-4%	0%	10%	10%	12%	i	0.2
43	Cc1cc(C)c([N+](=O)[O-])cc1NC(=O)CCSc1ccccc1Cl	6%	-2.5%	0.8	81	-3%	-11%	10%	4%	9%	i	0.6
44	Cc1ccc(-n2c(C)c(C)c3c(NCCCO)ncnc32)cc1	2%	2.4%	0.6	98	-5%	0%	-4%	4%	2%	i	0.2
45	CN(CC(=O)Nc1sccc1C#N)Cc1ccccc1	6%	16%	-0.5	51	-4%	21%	15%	2%	-9%	i	0.4
46	O=C(CC1CCCCC1)NCc1ccco1	9%	1.7%	1.9	48	-9%	1%	13%	3%	0%	i	0.7
47	Cn1ncc(N=Cc2ccccc2)c1C(=O)Nc1cccc(Cl)c1	1%	-2.5%	2.9	58	5%	10%	6%	2%	-9%	i	1.0
48	COc1cc2c(cc1OC)C(c1ccccc1)N(C(=O)CCl)CC2 (centres undefined)	11%	1.3%	-0.5	67	-3%	6%	2%	15%	1%	i	0.0
49	O=S1(=O)N=C(Nc2nc3c(s2)CCCC3)c2ccccc21	2%	3.9%	1.5	41	1%	-11%	6%	-6%	2%	i	0.3
50	CC(C)n1cc(CN2CCC(C(=O)Nc3cccc(-c4cccc(Cl)c4)c3)CC2)cn1	20%	-1.9%	9.5	28	-4%	-5%	1%	12%	0%	+	4.3*
51	CCOc1ccc(-n2cc(-c3ccccc3)c3c(=S)nc[nH]c32)cc1	9%	-2.9%	35	55	4%	-1%	21%	10%	-2%	i	0.5
52	S=C1NC[C@H](CC2CCCCC2)N1CC1CCCCC1	-16%	1.8%	18	43	4%	-7%	-12%	5%	6%	i	2.5
53	N/C(=N\S(=O)(=O)c1cccs1)c1ccccc1Cl	2%	-0.4%	0.6	59	-12%	2%	29%	6%	-1%	i	2.8
